# From PubChem
# M1 PAM = potentiates human M1 receptor response to acetylcholine; AID 588819; P11229; CHO-K1 hM1, Fluo-8 calcium fluorescence, ACh EC20; 0% = ACh EC20, 100% = maximal ACh; activation, % at 3 µM; actives 0.088% (n = 360,000); in the data active means activation above about 19%, passing the limit was not always enough
# Target sequence (P11229 whole entry, looked up): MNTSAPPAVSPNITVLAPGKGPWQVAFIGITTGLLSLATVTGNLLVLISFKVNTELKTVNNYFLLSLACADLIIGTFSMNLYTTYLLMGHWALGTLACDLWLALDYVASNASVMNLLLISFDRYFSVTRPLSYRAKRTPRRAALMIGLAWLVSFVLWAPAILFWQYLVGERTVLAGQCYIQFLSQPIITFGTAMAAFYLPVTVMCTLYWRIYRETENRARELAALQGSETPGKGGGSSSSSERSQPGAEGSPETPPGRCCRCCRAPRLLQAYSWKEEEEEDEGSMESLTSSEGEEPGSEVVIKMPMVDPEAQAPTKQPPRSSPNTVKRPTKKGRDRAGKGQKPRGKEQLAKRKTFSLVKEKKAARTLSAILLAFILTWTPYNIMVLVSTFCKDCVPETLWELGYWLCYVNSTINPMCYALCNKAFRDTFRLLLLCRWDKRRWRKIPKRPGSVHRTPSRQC
# M5 ag = agonists of human muscarinic M5 receptor (CHRM5); CHO-K1 hM5 cells, Fluo-8 calcium fluorescence; 0% DMSO wells, 100% maximal acetylcholine response; activation, % at 3 µM; actives 0.19% (n = 360,000); AID 624037;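 active means activation above the run's mean over test compounds plus 3 SD, cut at about 23% in these data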;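 further: signal is peak over basal fluorescence ratio across the kinetic read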
# Target sequence (P08912 whole entry, looked up): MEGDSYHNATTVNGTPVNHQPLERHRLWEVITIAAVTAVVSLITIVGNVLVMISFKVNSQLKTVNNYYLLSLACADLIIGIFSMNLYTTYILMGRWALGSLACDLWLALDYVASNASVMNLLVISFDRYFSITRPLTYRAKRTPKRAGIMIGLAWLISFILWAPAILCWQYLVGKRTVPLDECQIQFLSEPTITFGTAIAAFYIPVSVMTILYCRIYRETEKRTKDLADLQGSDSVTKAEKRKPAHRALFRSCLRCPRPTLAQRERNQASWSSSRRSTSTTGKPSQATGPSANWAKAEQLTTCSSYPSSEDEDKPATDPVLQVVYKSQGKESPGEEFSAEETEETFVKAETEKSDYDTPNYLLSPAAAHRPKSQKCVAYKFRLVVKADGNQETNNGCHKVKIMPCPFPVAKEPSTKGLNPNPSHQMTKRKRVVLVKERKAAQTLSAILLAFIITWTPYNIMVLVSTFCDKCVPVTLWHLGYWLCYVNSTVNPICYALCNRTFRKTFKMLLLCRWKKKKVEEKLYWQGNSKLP
# M4 PAM = CHRM4 positive allosteric modulation | AID 624126 | activation, % at 3 µM | CHO-K1 hM4/Gqi5, Fluo-8 calcium fluorescence, ACh EC20; 0% = ACh EC20, 100% = maximal ACh | actives 0.4% (n = 360,000) | P08173;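 active means activation above its plate's cutoff, the mean activation of sample wells plus 3 SD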; further: some results filed as inactive read as strong as hits
# CHRM4 antagonist = blocks acetylcholine activation of human M4 receptor. P08173. CHO-hM4 cells, ACh EC80, Fluo-8 calcium fluorescence. inhibition, % at 3 µM. actives 0.73% (n = 360,000). AID 624125;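 active means inhibition above its plate's cutoff, the mean inhibition of sample wells plus 3 SD, cut at about 27% in these data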;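 further: 0% = acetylcholine EC80 with DMSO and 100% = DMSO without agonist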
# CRFR2-BP ag = CRF-BP/CRF-R2 complex agonism | HEK293 CRF-R2/CRF-BP, calcium dye fluorescence (FLIPR); percent of saturating CRF peptide response | activation, % at 13.2 µM | actives 0.46% (n = 350,000);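 active means activation of at least 50%, plus an integration ratio under a set limit after plate pattern correction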;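 further: plate controls were neutral control wells without compound for no effect and CRF at EC100 for full effect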
# M5 antag = antagonists of human muscarinic M5 receptor (CHRM5). CHO-hM5 cells, Fluo-8 calcium fluorescence, ACh EC80. actives 0.59% (n = 360,000). AID 624040. P08912. inhibition, % at 3 µM;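 active means inhibition above a per-plate cutoff, the mean of that plate's test compounds plus 3 SD, cut at about 27% in these data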;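 further: 0% = acetylcholine EC80 with DMSO and 100% = DMSO without agonist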
# M1 antag = antagonists of human M1 muscarinic receptor; P11229; CHO-K1 hM1, Fluo-8 calcium fluorescence, ACh EC80 antagonist; inhibition, % at 3 µM; actives 1.3% (n = 360,000);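 active means percent inhibition above its own plate's cutoff, namely the mean of that plate's compound wells plus 3 SD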;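 further: peak over basal fluorescence ratio during 140 s after agonist addition; 0% = ACh EC80 plus DMSO and 100% = DMSO alone without agonist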
# CHRM5 PAM = potentiates acetylcholine response at human M5 receptor. AID 624038. CHO-K1 hM5, Fluo-8 calcium, ACh EC20 PAM; 0% = ACh EC20, 100% = ACh EC100. activation, % at 3 µM. actives 0.3% (n = 360,000). P08912;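 active means activation above the run cutoff, the mean activation of all test compounds plus 3 SD, cut at about 18% in these data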
#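 Assay system – human M5 receptor in CHO-K1 cells · Read-out – % activation, ACh-normalized · Technique – Fluo-8 calcium fluorescence · Dosing – single-point, 3 µM nominal · Incubation – Fluo-8 loading 80 min at 37 °C plus 30 min room temperature · Repeats – singlicate, one well per test compound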
# M4 ag = CHRM4 agonism in calcium assay; P08173; CHO-K1 hM4/Gqi5, Fluo-8 calcium fluorescence; vehicle 0%, full acetylcholine response 100%; activation, % at 3 µM; actives 0.14% (n = 360,000);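 active means activation above the run mean over all test wells plus 3 SD, cut at about 32% in these data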;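 further: peak over basal fluorescence ratio per well then scaled between controls; 0% = DMSO wells and 100% = acetylcholine at EC100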
# Starred values were filed as active, the others as inactive; x = not tested or not shown.
SMILES	CHRM5 PAM	M1 antag	M4 ag	M5 antag	M5 ag	M4 PAM	M1 PAM	CRFR2-BP ag	CHRM4 antagonist
CC(=O)N(CCC(Cc1ccccc1)c1ccco1)Cc1ccco1 (stereo not given)	-3	4	3	-1	-1	-6	-1	0.8	-3
O=C(CSc1ncccn1)N1CCCc2ccccc21	1	-6	1	7	-3	-5	6	-1.1	2
Cc1cc(NC(=O)COC(=O)[C@@H]2CCCN2C(=O)c2cccs2)no1	9	8	2	-4	7	5	-2	-5.8	-19
O=C(CSc1ccccc1)NNC(=O)c1ccncc1	-1	-16	0	-1	-3	11	21	0.6	0
C/C(N)=C(/C#N)C(=O)CSc1cc(C)c2ccccc2n1	7	5	0	2	4	3	5	-1.4	4
O=C(O)c1ncc(-c2ccccc2)cn1	0	-7	1	9	3	2	11	0.1	0
CCOn1c(SCC)nc2ccccc2c1=O	6	-8	-1	-6	-1	8	20	1.7	-4
COc1ccc(C(=O)O/N=C2\C(=O)N(C)c3ccccc32)cc1	-1	-5	1	5	1	-3	7	-0.3	2
COC(=O)CSc1nnc(CNc2ccc(Cl)cc2)n1-c1ccccc1	-15	-3	4	6	-5	9	6	-1.6	-8
COC(=O)c1ccc(NC(=O)c2ccco2)cc1	3	-6	2	-5	-2	4	11	-1.1	2
C/C(=C\C(=O)OCCCCCCCCC(=O)O)C[C@@H]1OC[C@H](C[C@@H]2O[C@H]2[C@@H](C)[C@H](C)O)[C@@H](O)[C@H]1O	2	-32	1	-5	1	2	4	-2.6	-5
CCC(=O)N=c1sc2cc([N+](=O)[O-])ccc2n1CCOC	0	13	1	-12	-2	9	0	-2.2	-4
CCCCCCN1C[C@@H](n2cc(-c3ccc(F)cc3)nn2)[C@H](O)C[C@@H]1c1ccc(Cl)cc1	4	0	0	-4	-2	-2	2	5.7	-1
COCCN1CN(S(=O)(=O)c2ccccc2)c2nc3ccccc3nc21	0	-2	0	7	-1	-6	4	7.7	0
CN1c2ccccc2C(=O)NC1c1ccc([N+](=O)[O-])s1 (stereo not given)	-3	-6	3	1	2	-10	4	-1.1	2
Cc1ccc(/C=N/NC(=O)CNC(=O)c2ccc(C)c([N+](=O)[O-])c2)o1	-2	10	0	7	-1	5	0	0.4	-9
CCc1cc2c(N3CCCCC3)ncnc2s1	-7	-4	5	7	-6	-2	-10	0.6	-5
Cc1nc(CCNC(=O)C2CCC(=O)N(CCc3cccc(F)c3)C2)sc1C (stereo not given)	-4	-8	2	0	1	3	-3	-2.9	-4
COc1ccc(NC(=O)Nc2nnc(Cc3ccc(F)cc3)s2)cc1	3	-21	2	2	-2	-2	17	7.3	-5
CCOC(=O)C1CCN(Cc2c(O)ccc3ccccc23)CC1	3	-2	1	-2	3	8	1	0.3	-5
O=C1CNCc2[nH]c3ccccc3c2N1c1ccccc1	-1	-10	1	-2	-1	6	6	17	0
Cc1cccc(Nc2nc(N3CCOCC3)nc(N3CCOCC3)n2)c1	5	-5	-2	-10	-8	-2	4	-0.1	-13
CN(C)C1CN(Cc2cn(Cc3ccc(Cl)cc3)nn2)S(=O)(=O)C1 (stereo not given)	-3	x	2	11	1	2	x	x	-2
CN1CCN(S(=O)(=O)c2ccc([N+](=O)[O-])cc2)CC1	1	-25	1	4	2	-7	16	2.0	-12
O=C(COC(=O)C1CCN(c2ccc(C(F)(F)F)cn2)CC1)c1ccc(F)cc1	-11	2	0	4	-7	12	-2	2.7	1
CC(=O)NC1C(=O)N(C)c2ccc(Br)cc21 (stereo not given)	-3	10	1	-2	0	9	0	4.8	6
CCc1ccc(NC(=O)C2CCCN(S(=O)(=O)c3c(C)[nH]c(=O)[nH]c3=O)C2)cc1 (stereo not given)	6	-7	1	0	-3	6	7	9.1	-9
CCN(C(=O)COC(=O)c1cc(-c2cccs2)nc2ccccc12)C1CCS(=O)(=O)C1 (stereo not given)	-8	24	8	17	0	-5	-7	-0.1	2
COC(=O)c1ccccc1NC(=O)c1ccc(NC(=O)C2CCCO2)cc1 (stereo not given)	1	-17	7	3	-3	6	15	3.1	-9
O=C(CCNS(=O)(=O)c1ccc(Br)cc1)NCC1CCCO1 (stereo not given)	-4	-6	1	13	4	7	6	-0.9	-4
Cc1cc(C)c(S(=O)(=O)c2ccccc2)c(OC(=O)c2cc(F)c(F)cc2Cl)n1	4	-20	1	1	-3	9	4	0.6	-3
CCc1nc2c(oc3ccccc32)c(=O)[nH]1	2	6	1	2	3	0	2	0.4	7
O=C(c1cc2ccccc2oc1=O)N(Cc1cccs1)CC1CCCO1 (stereo not given)	6	0	2	-7	-3	1	2	-2.0	-13
CC(c1ccc(F)cc1)n1cc(C(=O)NCc2ccccn2)nn1 (stereo not given)	-4	-6	2	1	3	-3	3	-0.7	-2
O=C(COC(=O)c1ccccc1C(=O)c1ccc(Cl)cc1)NCCc1ccccc1	-6	2	4	7	-3	12	-6	6.0	0
O=C(NC1CCCCC1)C(c1ccccc1F)n1c(=O)c(-c2cc3ccccc3[nH]2)nc2ccccc21 (stereo not given)	8	x	0	-10	1	5	x	x	16

# Molecules shown so far that contain a nitro group on carbon (4):
SMILES	CHRM5 PAM	M1 antag	M4 ag	M5 antag	M5 ag	M4 PAM	M1 PAM	CRFR2-BP ag	CHRM4 antagonist
CCC(=O)N=c1sc2cc([N+](=O)[O-])ccc2n1CCOC	0	13	1	-12	-2	9	0	-2.2	-4
CN1c2ccccc2C(=O)NC1c1ccc([N+](=O)[O-])s1 (stereo not given)	-3	-6	3	1	2	-10	4	-1.1	2
Cc1ccc(/C=N/NC(=O)CNC(=O)c2ccc(C)c([N+](=O)[O-])c2)o1	-2	10	0	7	-1	5	0	0.4	-9
CN1CCN(S(=O)(=O)c2ccc([N+](=O)[O-])cc2)CC1	1	-25	1	4	2	-7	16	2.0	-12

# Other records follow:
SMILES	CHRM5 PAM	M1 antag	M4 ag	M5 antag	M5 ag	M4 PAM	M1 PAM	CRFR2-BP ag	CHRM4 antagonist
OCCN1CCN(C(=S)c2ccc(Cl)cc2)CC1	5	-37	1	-7	1	19	11	-1.4	-2
COc1cc(NC(=S)NCCc2ccccc2)c(OC)cc1NC(=O)CC(C)C	2	-17	0	2	-2	3	8	-4.8	-6
Cc1ccnc(NC(NC(=O)C(C)C)(C(F)(F)F)C(F)(F)F)c1	3	-5	0	-3	0	5	10	3.7	8
CCOc1ccc(NS(=O)(=O)c2ccc(Cl)c(N=Nc3c(O)[nH]c(=S)[nH]c3=O)c2)cc1Br	-5	-12	0	7	1	-4	17	-1.4	1
COc1ccc2c(c1)CCc1cnoc1-2	2	-22	1	10	-4	5	9	-7.7	-10
Cc1sc(NC(=O)C2C3C=CC(C3)C2C(=O)O)c(C(N)=O)c1-c1ccc(C(C)C)cc1 (stereo not given)	3	1	1	-14	4	10	6	2.1	-6
O=[N+]([O-])c1ccc(C2OCCO2)cc1CS(=O)(=O)c1ccccc1	-1	-6	2	-10	4	-1	3	-1.4	-2
Cc1ccc(/C=C/C(=O)OCC(=O)NCCc2ccc(S(N)(=O)=O)cc2)o1	13	-10	3	-9	5	10	3	-3.7	-1
Cc1ccc(S(=O)(=O)NCCN2CCNC2=O)cc1	10	-25	0	-9	4	34*	21	3.5	-21
COc1cc(-c2cc(N)n(S(=O)(=O)c3ccccc3)n2)cc(OC)c1OC	-6	10	1	7	2	-11	-3	0.7	7
O=C(NCC(F)(F)F)c1cc2c(c(-c3cccc(-c4ccccc4F)c3)n1)[C@H](CCO)N(C(=O)CC1CC1)C2	-9	x	7	5	1	-5	x	x	1
O=C(NCCCN1CCCC1=O)c1ccc(CNS(=O)(=O)c2ccc(F)cc2)cc1	3	-20	1	-2	-2	12	12	20	-10

# Exported with values under each structure: 3 of the compounds above
# Value order: CHRM5 PAM	M1 antag	M4 ag	M5 antag	M5 ag	M4 PAM	M1 PAM	CRFR2-BP ag	CHRM4 antagonist
Cc1ccc(S(=O)(=O)NCCN2CCNC2=O)cc1
  10	-25	0	-9	4	34*	21	3.5	-21
O=C(NCC(F)(F)F)c1cc2c(c(-c3cccc(-c4ccccc4F)c3)n1)[C@H](CCO)N(C(=O)CC1CC1)C2
  -9	x	7	5	1	-5	x	x	1
O=C(NCCCN1CCCC1=O)c1ccc(CNS(=O)(=O)c2ccc(F)cc2)cc1
  3	-20	1	-2	-2	12	12	20	-10

# Carrying on:
SMILES	CHRM5 PAM	M1 antag	M4 ag	M5 antag	M5 ag	M4 PAM	M1 PAM	CRFR2-BP ag	CHRM4 antagonist
Cc1ccsc1/C=N/Nc1nc2ccccc2s1	-1	-11	0	2	-2	-5	3	1.4	-8
COc1ccc(NC(=O)NC(=O)c2ccccc2)cc1	0	-9	1	-10	4	3	21	0.0	9
COC(=O)c1cccc(NC(=O)CCCN2C(=O)NC3(CCCC3)C2=O)c1	-3	0	3	5	-1	0	4	-1.1	-2
O=C(c1cnc2n(c1=O)CCS2)N(c1ccccc1)C1CCCCC1	6	2	1	4	-5	9	1	-1.7	-5
CC(=O)Nc1cccc(-c2ccnc3c2CC(C(=O)NCCc2ccccc2)O3)c1 (stereo not given)	7	-8	6	-19	2	1	2	x	-11
NC(=O)C1CCN(CCC(=O)Nc2cccc(Cl)c2)CC1	7	6	1	3	-5	9	-3	-0.7	0
COc1ccc(C/C(C)=N/NC(=S)Nc2ccc(C)c(C)c2)cc1	-5	15	0	5	-2	-11	-11	-1.8	17
Cc1cc(OCC(=O)OC(C)C(=O)Nc2ccc(N3CCOCC3)cc2)ccc1Cl (stereo not given)	-5	-2	5	0	6	-2	0	-1.2	8
CC1(c2nnnn2-c2ccc3c(c2)OCCO3)CCC(=O)N1CC1CCCCC1 (stereo not given)	0	x	2	5	0	6	x	x	-6
COc1ccc(C(O)Cc2nccn2C)cc1 (stereo not given)	1	-5	0	1	-1	-11	1	0.7	-1
Cc1ccc(C)n1N1C(=O)/C(=C\c2ccc(Cl)cc2)SC1=S	-20	-8	0	0	-6	11	11	-1.3	-4

# Grouped by structure: the entries above with a COOH group (3)
SMILES	CHRM5 PAM	M1 antag	M4 ag	M5 antag	M5 ag	M4 PAM	M1 PAM	CRFR2-BP ag	CHRM4 antagonist
O=C(O)c1ncc(-c2ccccc2)cn1	0	-7	1	9	3	2	11	0.1	0
C/C(=C\C(=O)OCCCCCCCCC(=O)O)C[C@@H]1OC[C@H](C[C@@H]2O[C@H]2[C@@H](C)[C@H](C)O)[C@@H](O)[C@H]1O	2	-32	1	-5	1	2	4	-2.6	-5
Cc1sc(NC(=O)C2C3C=CC(C3)C2C(=O)O)c(C(N)=O)c1-c1ccc(C(C)C)cc1 (stereo not given)	3	1	1	-14	4	10	6	2.1	-6

# Hits appear at their usual frequency. Share with any hit: about 2.8%.
